# Screening data (PubChem BioAssay)
# STEP inh: STEP phosphatase inhibitors, primary screen, biochemical, fluorescence intensity, uHTS | recombinant STEP, OMFP fluorogenic substrate | Tyrosine-protein phosphatase non-receptor type 5 (Homo sapiens), P54829 | AID 588621, 2011 | hit rate 0.25% among 360,000 | inhibition, % at 20 µM;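 active = inhibition at 20 µM, scaled per plate between control wells, above about 37%, limit read from the data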;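 also: 0% = DMSO with enzyme and substrate and 100% = substrate only without enzyme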
#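 Assay system: isolated STEP enzyme / Timing: 20 min at room temperature, dark / Doses: 20 µM, 1% DMSO / Technique: fluorescence intensity, excitation 480 nm, emission 540 nm / Reagent: fluorogenic phosphatase substrate OMFP at 25 µM final / Measure: percent inhibition scaled to no-enzyme and uninhibited-enzyme controls, plate-pattern corrected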
# Rpn11 inh: Rpn11 (PSMD14) deubiquitinase inhibitors, primary screen, biochemical, fluorescence polarization, uHTS; AID 588493, 2011; 26S proteasome non-ATPase regulatory subunit 14 (Homo sapiens), O00487; calls only at 20 µM; human 26S proteasome, Ub4-pepOG fluorescence polarization; 20S core pre-blocked with epoxomicin; hit rate 0.59% among 360,000;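 active = inhibition at 20 µM, scaled to each plate's controls, above about 33%, limit read from the data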
# DNMT1 block: human DNMT1 methyltransferase inhibitors, primary screen, biochemical, molecular beacon, fluorescence, HinP1I cleavage, uHTS | DNA (cytosine-5)-methyltransferase 1 (Homo sapiens), P26358 | hit rate 0.83% among 360,000 | AID 588458, 2011 | inhibition (reported as % activation of signal), % at 10 µM; in the data active = inhibition above about 50%
# Target sequence (P26358 504-1616 limits assumed): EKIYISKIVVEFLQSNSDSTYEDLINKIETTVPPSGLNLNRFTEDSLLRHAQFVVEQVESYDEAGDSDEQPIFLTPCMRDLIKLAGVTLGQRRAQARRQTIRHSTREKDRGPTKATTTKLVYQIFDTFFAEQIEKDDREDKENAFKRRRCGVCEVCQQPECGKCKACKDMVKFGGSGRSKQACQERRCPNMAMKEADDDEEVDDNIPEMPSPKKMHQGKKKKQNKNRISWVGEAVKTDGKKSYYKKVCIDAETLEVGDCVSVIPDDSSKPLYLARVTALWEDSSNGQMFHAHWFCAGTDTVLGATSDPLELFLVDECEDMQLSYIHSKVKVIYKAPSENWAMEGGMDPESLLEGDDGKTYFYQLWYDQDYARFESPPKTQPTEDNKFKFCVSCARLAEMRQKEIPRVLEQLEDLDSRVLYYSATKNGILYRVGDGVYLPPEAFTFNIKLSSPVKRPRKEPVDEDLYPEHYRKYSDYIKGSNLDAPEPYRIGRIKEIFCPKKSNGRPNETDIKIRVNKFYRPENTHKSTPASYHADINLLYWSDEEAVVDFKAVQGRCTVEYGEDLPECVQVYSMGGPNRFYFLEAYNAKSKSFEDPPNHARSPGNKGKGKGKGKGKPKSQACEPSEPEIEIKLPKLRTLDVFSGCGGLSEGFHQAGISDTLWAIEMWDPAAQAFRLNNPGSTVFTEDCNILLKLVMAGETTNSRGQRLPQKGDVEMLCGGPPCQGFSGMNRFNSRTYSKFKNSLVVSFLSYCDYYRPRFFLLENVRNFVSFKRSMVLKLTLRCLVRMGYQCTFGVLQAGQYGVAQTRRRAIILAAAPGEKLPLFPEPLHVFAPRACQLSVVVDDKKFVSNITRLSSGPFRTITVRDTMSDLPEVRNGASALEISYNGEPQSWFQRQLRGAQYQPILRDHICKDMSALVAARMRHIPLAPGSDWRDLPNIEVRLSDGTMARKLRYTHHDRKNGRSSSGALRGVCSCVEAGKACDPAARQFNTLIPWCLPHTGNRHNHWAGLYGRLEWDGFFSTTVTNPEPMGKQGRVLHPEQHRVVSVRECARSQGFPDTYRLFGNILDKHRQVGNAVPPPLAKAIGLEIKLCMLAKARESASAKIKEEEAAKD
# SUMO1-SIM PPI: modulators of SUMO1 protein-protein interactions, primary screen, biochemical, uHTS. Small ubiquitin-related modifier 1 (Homo sapiens), P63165. SUMO1 binding to a labelled peptide, TR-FRET, 1 h. inhibition, % at 20 µM. hit rate 0.33% among 360,000. AID 602429, 2012; in the data active = inhibition above about 37%
# LMPTP block: LMPTP phosphatase inhibitors, primary screen, biochemical, fluorescence intensity, uHTS. Low molecular weight phosphotyrosine protein phosphatase (Homo sapiens), P24666. recombinant LMPTP-A, OMFP fluorogenic substrate. inhibition, % at 20 µM. hit rate 0.22% among 360,000;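 active = compounds that cut the enzyme signal by at least half of the control window in the single-dose screen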;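 also: plate controls were DMSO wells with enzyme plus substrate for no effect and substrate without enzyme for full effect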
#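 Assay system: LMPTP-A phosphatase enzyme | Input: 0.625 nM enzyme | Also added: Fluorogenic phosphatase substrate OMFP at 400 µM final | Compound dosing: One test concentration per compound, 20 µM, with 3% DMSO overall | Schedule: 50 min enzyme reaction at room temperature, protected from light | Signal: Fluorescence intensity | Benchmarks: no-enzyme and uninhibited controls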
# NadD block: inhibitors of S. aureus NadD, primary screen, biochemical, colorimetric, uHTS | purified NadD enzyme, colorimetric absorbance read-out | hit rate 0.78% among 360,000 | inhibition, % at 20 µM | Nicotinate-nucleotide adenylyltransferase NadD (Staphylococcus aureus N315); in the data active = inhibition above about 26%; also: some compounds past the cut are filed as inactive
# TbMetRS inhib: T. brucei MetRS inhibitors, primary screen, biochemical, luminescence; purified T. brucei MetRS, ATP depletion, Kinase-Glo luminescence; inhibition, % at 11.9 µM; hit rate 0.4% among 360,000;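 active = inhibition above a per-plate cutoff of the control wells' mean inhibition plus 3 SD, cut at about 5.5% in these data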;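 also: 0% = DMSO wells median and 100% = median of wells with control inhibitor compound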
#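 technique = Kinase-Glo luminescence, ATP depletion format | system = purified MetRS (methionyl-tRNA synthetase) enzyme from Trypanosoma brucei | timing = 15 min preincubation, 2 h reaction, all 25 °C | evaluation = percent inhibition versus plate control medians | dosing = single dose, 11.9 µM final nominal, 0.9% final DMSO | also added = substrates ATP, L-methionine and bulk Escherichia coli tRNA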
# CSN deneddyl inh: inhibitors of CSN-mediated cullin deneddylation, primary screen, biochemical, fluorescence polarization, uHTS; hit rate 0.38% among 360,000; AID 651999, 2013; Purified CSN, SCF-Nedd8-OG deneddylation; inhibition, % at 12.5 µM;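 active = pattern-corrected inhibition above about 35%, with an unprinted fluorescence ratio check between 0.5 and 1.5, limit read from the data, passing the limit was not always enough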;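 also: 0% = enzyme with substrate and 100% = substrate without enzyme; some results filed as inactive read as strong as hits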
#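 Material: purified human Csn5 enzyme expressed in HEK293T cells / Medium: Tris buffer pH 7.5, NaCl, DTT, Tween-20, trehalose, ovalbumin / Compound dosing: 12.5 µM single point / Schedule: 90 min incubation of compound, enzyme and substrate at room temperature / Signal: fluorescence polarization of the substrate / Control set: no-enzyme wells high, enzyme-with-substrate wells low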
# PABP1 MLLE inh: inhibitors of PABP1 MLLE–PAM2 peptide binding, primary screen, biochemical, fluorescence polarization, FITC-PAM2, GST-MLLE. Polyadenylate-binding protein 1 (Homo sapiens), P11940. inhibition, % at 20 µM. hit rate 0.36% among 360,000. AID 588489, 2011; in the data active = inhibition above about 35%, passing the limit was not always enough;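 also: plate controls were DMSO wells with GST-MLLE for no effect and wells lacking GST-MLLE protein for full effect; some results filed as inactive read as strong as hits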
# Scp1 inh: Scp-1 phosphatase inhibitors, primary screen, biochemical, colorimetric, uHTS. Carboxy-terminal domain RNA polymerase II polypeptide A small phosphatase 1 (Homo …. hit rate 0.88% among 340,000. AID 493091, 2011. inhibition, % at 20 µM. Recombinant Scp1, phosphopeptide, malachite green phosphate absorbance;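 active = inhibition above about 50% at 20 µM, limit read from the data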;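 also: plate controls were DMSO wells with enzyme for no effect and wells lacking enzyme for full effect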
#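 Test system: SCP-1 catalytic domain; Buffer or medium: Acidic Tris acetate buffer with magnesium and detergent; Also added: Phosphorylated 17-residue peptide substrate; Compound: single 20 µM dose, 1% DMSO; Schedule: enzyme reaction 45 min at room temperature, colour 5 min, stabilisation 30 min; Signal: Phosphate-binding colour reagent, absorbance read at 630 nm.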
# An asterisk follows results filed as active; i = inactive; x = no result given; + = active, no number; & = joins results of further samples.
# Second line of a record – CSN deneddyl inh	STEP inh	TbMetRS inhib	SUMO1-SIM PPI	PABP1 MLLE inh	NadD block	DNMT1 block	Scp1 inh	LMPTP block	Rpn11 inh
Cc1ccc(C)c(NC(=O)C2COc3ccccc3O2)c1 (stereo not drawn)
    -1.9	0.5	-0.3	1.3	6.2	-1.2	1.5	-3.7	-0.4	i
O=C(NCCc1nnc2ccc(NCc3ccc(Cl)cc3)nn12)c1ccccc1
    1.4	0.3	0.1	3.0	0.2	-0.4	2.1	-9.0	2.6	i
Cc1ccc(NC(=O)COS(=O)c2ccc(C)cc2)cc1 (stereo not drawn)
    -4.7	-1.1	-0.7	-0.2	-6.5	-7.1	3.3	-1.3	-0.6	i
CN(C)S(=O)(=O)c1cccc(-c2nn(-c3ccccc3)cc2/C=C2\SC(=S)N(CC(=O)O)C2=O)c1
    4.3	-0.1	0.0	19.6	11.2	26.9	6.4	23.6	2.1	i
NC(=O)c1ccc(NC(=O)CSc2nnc(-c3ccccn3)n2N)cc1
    0.9	3.6	-0.7	4.1	-0.5	1.9	3.2	7.4	-0.3	i
O=C(NC1CCCCC1)C1CCN(c2ncccn2)CC1
    -3.1	-2.3	-1.2	0.8	12.9	-2.0	3.8	-7.5	-1.9	i
CN(CCc1ccccc1)C(=O)c1cccc(NC(=O)Cc2cccc(NC(=O)C3CCCN(C(=O)C4CCCCC4)C3)c2)c1 (stereo not drawn)
    1.4	-0.3	-1.0	-2.3	10.5	7.7	-4.7	-0.1	1.6	i
CC(=O)c1ccc(NC(=S)NC(NC(=O)c2ccco2)C(Cl)(Cl)Cl)cc1 (stereo not drawn)
    6.9	-1.7	0.0	3.2	24.9	6.0	-6.3	-8.1	0.1	i
Cc1cc([N+](=O)[O-])ccc1NC(=O)CCC(=O)N1CCCCC1
    1.8	-0.7	0.0	-19.8	-22.7	1.7	2.0	-4.6	0.3	i
C=C(C)CSc1nc2sc3c(c2c(=O)n1-c1ccccc1)CCN(C)C3
    7.1	0.6	-0.2	-12.5	-16.1	2.7	2.1	11.7	3.4	i
COc1ccc(NC2C=CS(=O)(=O)C2)c(OC)c1 (stereo not drawn)
    -0.2	-2.1	-1.2	4.5	18.1	1.1	-3.5	9.8	-1.8	i
CCN(c1ccc(Cl)cc1)S(=O)(=O)c1nnc(NC(=O)C(C)C)s1
    2.9	-2.7	-1.6	3.9	-4.7	-3.1	-9.0	-2.5	-1.0	i
C[C@H](NC(=O)c1ccco1)C(=O)NC1CCCCCC1
    -2.3	2.7	-0.4	5.6	-3.4	1.4	1.8	-6.5	-0.3	i
CC(C)(C)C1CCC(=NNC(=O)c2cc3c(s2)CCCC3)CC1 (stereo not drawn)
    1.6	0.4	-0.1	-3.2	11.8	4.7	-2.4	-2.1	-1.9	i
CSc1ccc(C(=O)C2CCCN(S(=O)(=O)N(C)C)C2)cc1 (stereo not drawn)
    2.1	-0.4	-0.9	-2.5	5.4	-6.7	2.2	-10.7	1.1	i
Cc1ccc(S(=O)(=O)N2CC(O)CC2C(=O)NCc2ccc3c(c2)OCO3)cc1 (stereo not drawn)
    -2.1	0.7	0.5	-0.7	-12.6	-3.1	-0.1	-3.9	-0.8	i
CN1CCCN(C(=O)CNC(=O)c2ccccc2F)CC1
    1.3	-2.0	-0.2	0.6	-7.3	-6.0	4.1	4.3	-1.3	i
CCOc1ccccc1-c1cnc(NC)cn1
    3.4	-3.1	-0.2	-4.9	3.1	-0.9	-3.6	x	1.8	i
Cc1cccc(C(=O)O/N=C/c2ccc(Br)cc2)c1
    -3.6	1.8	-0.6	-1.8	7.5	-7.0	2.9	-16.7	2.8	i
Cc1ccc(-c2noc(C3CCCN(C(=O)c4ccccc4Br)C3)n2)o1 (stereo not drawn)
    4.4	-0.1	-0.8	5.0	-2.5	3.0	-2.6	-0.6	0.0	i
CC(=O)C1=C(C)NC(SCc2ccc(C#N)cc2)=C(C#N)C1c1ccco1 (stereo not drawn)
    8.8	4.3	-0.2	4.2	-2.4	0.0	-2.7	-11.2	2.1	i
CCOc1cccc(C(=O)Nc2cnn(Cc3ccccc3)c2)c1
    -0.2	-0.3	-0.8	-2.3	1.0	-0.7	-2.5	-4.5	-0.4	i
OC1C(O)C(O)C(O)C(O)C1O (stereo not drawn)
    -4.8&-3.2&-3.6	-1.2&-4.0&-3.4	-0.3&-0.3&-1.4	-5.5&2.4&-1.3	-3.4&-6.2&-2.6	2.6&0.0&-3.1	5.6&-0.3&0.5	-8.8&-3.5&-14.5	-1.3&-2.3&-0.7	i
CC(C)C(c1nnnn1C(C)(C)C)N1CCN(Cc2cccnc2)CC1 (stereo not drawn)
    -8.3	1.3	0.1	-2.7	6.0	-0.1	4.5	-0.7	-4.3	i
COC(C(=O)Nc1ccnn1C1CCN(Cc2cccc(C)n2)CC1)c1ccccc1 (stereo not drawn)
    -1.5	-0.7	0.5	3.3	-10.2	-3.1	-1.4	2.3	-1.2	i
Nc1ccc(C(=O)Nc2ccc(OC(F)(F)C(F)F)c(NC(=O)c3ccc(N)cc3)c2)cc1
    0.7	-6.5	-1.2	0.4	5.2	-3.8	-28.6	-11.8	-0.4	i
Cc1ccc(C(=O)NC(Cc2c[nH]c3ccccc23)C(=O)O)cc1 (stereo not drawn)
    -1.6	-1.0	-0.1	1.5	-7.9	3.2	-0.3	-6.1	-1.3	i
O=C(CN(Cc1ccco1)C(=O)c1ccccc1F)Nc1ccccc1C(F)(F)F
    -0.5	1.6	-0.5	-2.2	2.9	-4.6	11.6	5.8	-0.4	i
Cc1cc(C)cc(NS(=O)(=O)c2cnc(Cl)c(Cl)c2)c1
    -1.4	-7.6	-0.5	2.8	14.9	-2.8	-2.0	-4.3	15.8	+
CCOc1ccc(N(CC(=O)NCCSCc2ccccc2)S(=O)(=O)c2ccccc2)cc1
    -3.6	1.7	-0.5	2.2	5.5	1.4	-0.8	-14.0	4.1	i
CC(C)(C)c1ccc(/C=C2\SC(=O)N=C2N)cc1
    3.0	2.2	19.9*	-6.3	-0.9	-5.5	4.6	-9.1	-1.8	i
COc1ccc(-c2sc3cc4c(cc3c2C#CC2(O)CCCCC2)OCO4)cc1
    -3.5	-2.3	-0.2	0.6	-10.5	-5.1	-20.8	-0.2	3.2	i
CC1CCc2sc(C(=O)OCC(=O)NCc3ccc(F)cc3)cc2C1 (stereo not drawn)
    -11.4	-1.5	-0.7	-3.9	0.4	-1.8	3.1	0.0	-0.1	i
CCOC(=S)NC(=O)c1sc2ccccc2c1Cl
    0.9	3.9	-0.2	-3.7	34.7	-1.9	2.1	-10.7	1.5	i
O=C(CCC(=O)N1CCCCCC1)Nc1ccc([N+](=O)[O-])cc1
    5.5	-0.3	0.2	-15.2	-3.6	-0.2	1.5	-6.1	-0.2	i
Cc1ccc(-c2n[nH]c(=S)n2/N=C/c2ccncc2)cc1
    -5.4	-1.7	-0.8	-4.7	-30.4	7.8	-0.2	-3.2	-1.1	i
Cc1c(Cl)cccc1NC(=O)C(=O)NNC(=O)c1ccccc1F
    -1.6	-1.7	-0.4	3.3	-3.2	0.3	0.8	-11.6	-0.5	i
Cc1ccc2oc(=O)c(/C=C(\O)CC(C)C)nc2c1
    4.4	1.9	-1.1	1.7	-2.6	0.9	-0.2	0.6	0.3	i
O=C(N/N=C/c1cc(Cl)cc(Cl)c1O)c1ccncc1
    28.8	-0.6	-0.7	-11.1	141.8	-5.1	2.9	-6.8	1.7	x
Cc1[nH]c(=S)c(C#N)c(C)c1Cc1ccc(Cl)cc1Cl
    5.1	6.1	-0.8	-2.6	29.2	8.7	3.0	-22.6	0.2	i
O=C(NCc1ccccn1)Nc1ccc(Cl)cc1Cl
    3.0	0.4	0.5	2.5	-1.1	-0.7	1.3	-1.3	-0.7	i
COc1cc(C2c3c(c(C)c(C)oc3=O)Oc3c(C)c(C)oc(=O)c32)ccc1OS(=O)(=O)c1ccc(C)cc1
    4.1	2.7	0.0	9.9	-6.8	32.0*	-9.6	-2.3	1.9	i
Cc1c(Cl)cccc1NC(=O)Cn1c(-c2ccc(F)cc2)noc1=O
    -1.8	0.2	0.0	0.2	7.8	-9.0	-1.3	-5.4	-0.1	i
O=S(=O)(NCc1cccs1)c1cccc2cccnc12
    -2.1	-1.3	-0.7	-1.9	-3.4	-2.1	-0.7	9.1	-0.4	i
COc1ccc(C(=O)NCC(=O)OCc2csc(-c3ccccc3)n2)cc1
    5.6	0.0	0.4	-1.4	-29.9	-1.2	-3.0	-8.3	-0.8	i
COCCNC(=O)CSc1nnc(NC(=O)C2CC(=O)N(c3ccccc3OC)C2)s1 (stereo not drawn)
    -4.8	2.5	-0.5	7.4	4.0	9.6	0.2	-4.8	0.1	i
COc1ccc(OCCSc2nnc(-c3ccccc3)n2N)cc1
    -1.4	1.9	-0.3	-1.3	-1.1	-1.5	-0.4	-4.7	-0.7	i
CC(C)C(c1nnnn1Cc1ccc(F)cc1)N1CCN(C2CCCC2)CC1 (stereo not drawn)
    -1.1	3.5	-0.1	4.7	-3.9	-3.2	-1.2	-10.7	-0.4	i
